# LYPLA2 inh: blocks human lysophospholipase 2, a PME1 counter-screen; inhibition, % at 5.9 µM; 320,000 compounds, 0.38% hits; recombinant LYPLA2, FP-Rh probe fluorescence polarization; O95372;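 active = inhibition above the screen-wide mean plus 3 SD, limit set per campaign, cut at about 26% in these data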;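 also: 0% = LYPLA2 with DMSO and 100% = wells lacking LYPLA2 enzyme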
# CTSL1 counter: counter-screen for PFM18AAP inhibitors: inhibitors of F. hepatica cathepsin L1; recombinant F. hepatica cathepsin L1, Z-Leu-Arg-MCA fluorescence; inhibition, % at 5.96 µM; 300,000 compounds, 0.49% hits;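 active = inhibition above the mean of all tested compounds plus 3 SD, set per screening campaign, cut at about 17% in these data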;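 also: 0% = plate median of test compound wells and 100% = 1 µM Z-Phe-Ala-diazomethylketone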
# HCV core dimer: HCV core protein dimerization inhibition. inhibition, % at 5 µM. 300,000 compounds, 0.33% hits. TR-FRET GST/Flag-core106 dimerization, 1536-well;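 active = inhibition above the mean of all tested compounds plus 3 SD, set per screening campaign, cut at about 45% in these data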
#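 Assay system: Tagged HCV core106 pair (GST and Flag) | Buffer or medium: KF-containing HEPES buffer, pH 7.45, DTT, CHAPS, BSA | Also added: Eu donor and XL665 acceptor anti-tag antibodies | Dosing: One concentration, 5 µM, in 0.5% DMSO | Timing: 4 h at 22.5 °C | Technique: TR-FRET 671 and 617 nm emission | Repeats: Singlicate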
# Efflux pump mplx: antifungal efflux pump inhibition, Nile Red retention; S. cerevisiae Candida pump triplex; inhibition, % at 10 µM; 330,000 compounds, 0.44% hits; AID 485275;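 active = plate passing quality check with inhibition over a set limit, or well fluorescence over plate mean plus 4 SD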;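 also: Nile Red retained in pooled yeast measured as flow cytometry median fluorescence; 0% = buffer negative control and 100% = Enniatin B positive control; higher means more Nile Red kept so more efflux inhibition; some compounds called inactive have numbers as strong as hits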
# PP5 inh: inhibitors of human protein phosphatase 5 (PP5); purified PP5c, OMFP substrate fluorescence; inhibition, % at 6.7 µM; AID 1987; P53041; 320,000 compounds, 0.18% hits;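 active = inhibition above the campaign's mean inhibition across all tested compounds plus 3 SD, cut at about 9.5% in these data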;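 also: 0% = DMSO only and 100% = 100 µM cantharidin control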
# PP1 counter: PP1-alpha (human) inhibition in PP5 counter-screen. P62136. AID 2235. purified PP1alpha, OMFP fluorescence. inhibition, % at 6.7 µM. 320,000 compounds, 0.9% hits;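 active = inhibition above the mean inhibition of all tested compounds plus 3 SD, computed separately for each screening campaign, cut at about 15% in these data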
# Target sequence (P62136 whole entry, looked up): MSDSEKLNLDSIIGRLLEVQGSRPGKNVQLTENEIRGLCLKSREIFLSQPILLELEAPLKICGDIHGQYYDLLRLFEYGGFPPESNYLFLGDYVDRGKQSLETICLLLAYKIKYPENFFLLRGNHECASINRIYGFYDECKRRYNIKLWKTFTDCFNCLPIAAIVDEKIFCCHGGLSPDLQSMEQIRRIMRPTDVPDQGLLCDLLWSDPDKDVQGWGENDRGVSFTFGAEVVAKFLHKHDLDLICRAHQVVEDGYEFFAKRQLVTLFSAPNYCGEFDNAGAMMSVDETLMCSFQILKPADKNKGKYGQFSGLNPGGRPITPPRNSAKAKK
# GASC-1 inh: blocks human GASC-1 demethylase activity; Q9H3R0; GST-JMJD2C(1-420) H3K9me3 demethylation, DELFIA europium; inhibition, % at 2.35 µM; 330,000 compounds, 0.069% hits; AID 2099;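 active = more than half of a compound's replicate wells show inhibition beyond 50%, single wells judged on their own value; inconclusive = some, but no more than half, of replicates pass 50% inhibition; inactive = no replicate passes 50% inhibition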;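 also: signal counts dimethyl H3K9 product captured on neutravidin plate; 0% = median of DMSO wells and 100% = 0.3 times that DMSO median; strong numbers were not always called active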
# PREPL inh: inhibits the human prolyl oligopeptidase-like enzyme; recombinant PREPL, fluorescence polarization activity-based probe; inhibition, % at 5.96 µM; 320,000 compounds, 0.68% hits; in the data active = inhibition above about 43%;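 also: 0% = enzyme with DMSO and 100% = wells lacking enzyme; many of its hits are not listed in these tables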
# Target sequence (Q4J6C6 whole entry, looked up): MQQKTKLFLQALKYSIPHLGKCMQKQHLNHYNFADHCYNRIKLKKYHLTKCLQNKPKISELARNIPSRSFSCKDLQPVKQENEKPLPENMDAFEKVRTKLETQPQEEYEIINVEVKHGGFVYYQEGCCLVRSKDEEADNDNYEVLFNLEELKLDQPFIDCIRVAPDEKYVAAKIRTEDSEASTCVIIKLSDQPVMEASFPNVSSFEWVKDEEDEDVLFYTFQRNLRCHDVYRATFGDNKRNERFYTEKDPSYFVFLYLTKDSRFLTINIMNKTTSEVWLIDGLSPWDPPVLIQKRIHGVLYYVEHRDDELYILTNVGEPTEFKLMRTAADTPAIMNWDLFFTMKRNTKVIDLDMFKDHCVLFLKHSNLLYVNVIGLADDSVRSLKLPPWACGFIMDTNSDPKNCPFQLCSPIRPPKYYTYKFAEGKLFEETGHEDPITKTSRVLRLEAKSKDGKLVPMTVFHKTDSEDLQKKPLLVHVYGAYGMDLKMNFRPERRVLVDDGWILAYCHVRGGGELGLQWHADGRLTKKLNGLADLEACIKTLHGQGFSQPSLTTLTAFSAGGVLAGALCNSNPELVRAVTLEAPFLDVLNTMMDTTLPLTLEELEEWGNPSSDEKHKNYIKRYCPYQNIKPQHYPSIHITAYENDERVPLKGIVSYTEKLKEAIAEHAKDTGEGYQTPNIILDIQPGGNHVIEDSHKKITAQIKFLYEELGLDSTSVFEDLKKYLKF
# TPT1 inh: inhibitors of Candida albicans tRNA 2'-phosphotransferase TPT1 | inhibition, % at 5 µM | recombinant caTPT1, FP RNA substrate dephosphorylation | 300,000 compounds, 0.81% hits;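 active = inhibition above the mean of all tested compounds plus 3 SD, set per screening campaign, cut at about 24% in these data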;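 also: plate controls were DMSO alone for no effect and ferristatin control at 100 nM for full effect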
# * marks the source's active call; other numbers are inactive results; u = inconclusive; x = no result given; & = joins results of further samples.
# Each structure is followed by: LYPLA2 inh	CTSL1 counter	HCV core dimer	Efflux pump mplx	PP5 inh	PP1 counter	GASC-1 inh	PREPL inh	TPT1 inh
O=C(Nc1c(Cl)ccc2nsnc12)c1ccc([N+](=O)[O-])o1
 : -8	12	6	0.2	-1.2	0	40	12	1
O=C(O)C1CC=CCC1C(=O)c1ccccc1 (stereo not given)
 : -3	-2	-3	0.0	3.1	9	-1	-5	4
COc1ccc(CC(=O)N2CCN=C2SC)cc1
 : 6	-1	-4	-0.2	0.2	0	1	-2	-2
O=C(CCCOc1ccc(Cl)cc1Cl)Nc1cccnc1
 : -5	1	3	0.0	4.3	0	-14	3	5
CCOC(=O)c1c(S(=O)(=O)NCC(=O)Nc2ccc(C)cc2)c(C)n(C)c1C
 : 4	-4	1	0.0	1.9	-5	-6	-1	-1
CCCSc1nc2sc3c(c2c(=O)[nH]1)CC(C)(CC)OC3 (stereo not given)
 : 0	-4	-1	0.1	2.6	0	12	8	1
CC(C)C(=O)Nc1ccc(C(=O)N2CCCCCC2)cc1
 : -2	3	-1	-0.1	-1.5	-3	-3	1	1
CCOc1ccc(/C=C2\SC(=S)N(N3C(=O)C4CC4C3=O)C2=O)cc1 (stereo not given)
 : 11	0	32	0.0	4.2	3	2	19	-1
Cc1ccccc1-c1cc2nc(-c3ccc([N+](=O)[O-])cc3)cc(=O)n2[nH]1
 : 7	1	2	-0.1	-0.1	16*	-3	25	-7
CCOC(=O)c1ccc(Nc2nc(C)nc3c2nnn3Cc2ccccc2)cc1
 : 8	-2	6	0.1	3.6	8	6	-26	1
CN1CCN(C(=O)C2=C[C@@H](c3ccc(C(F)(F)F)cc3)C[C@@H](OCCCCO)O2)CC1
 : 5	-6	-8	x	1.9	0	-2	45*	0
CCOC(=O)c1c(C)nc2c(c1-c1ccc(OC)c(OC)c1)C(=O)c1ccccc1-2
 : 1	2	4	0.1	-0.4	0	21	15	0
Cc1ccc(S(=O)(=O)N2CCN(S(=O)(=O)N3CCCCC3)CC2)cc1
 : -3	0	9	0.0	1.5	1	-3	-5	-5
Cc1ccc(/C=C2\SC(N3CCCC3)=NC2=O)cc1
 : 2	0	-2	0.0	-1.6	-5	-1	9	-1
Cc1c(C(=O)O)c(=O)n(-c2ccccc2)n1-c1ccccc1
 : 6	3	2	0.1	3.4	2	-12	-2	-1
C#CCOCCOCCOCCNc1nc(N2CCN(C(=O)CCCCCCCCCCNC(=O)Cn3cc(C[C@@H](C)O)nn3)CC2)nc(N2CCN(C(=O)CCCCCCCCCCNC(=O)[C@H](CCCCN)n3cc(C[C@@H](C)CC)nn3)CC2)n1
 : 3	5	-5	0.2	4.8	38*	-20	29	2
CCCS(=O)(=O)N1CCC(C(=O)NC2CCCC(C)C2C)CC1 (stereo not given)
 : 2	12	-4	0.0	3.5	-2	-24	5	2
CC1(/[N+]([O-])=C\c2ccccc2F)CCCCC1=O (stereo not given)
 : 2	-5	-1	-0.1	-1.5	-1	u	0	-1
O=C(C1=C[C@@H](c2coc3ccccc3c2=O)C[C@@H](OCc2ccc(CO)cc2)O1)N1CCN(Cc2ccccc2)CC1
 : -5	0	1	-0.1	0.5	0	-1	9	0
O=C(COC(=O)CNC(=O)c1ccccc1)Nc1ccccc1Cl
 : -11	6	1	0.3	3.3	1	5	3	3
Cc1nc2n(n1)C(c1ccccc1)C1=C(CC(c3ccco3)CC1=O)N2 (stereo not given)
 : 2	4	-5	0.0	1.8	0	2	-15	-2
O=C(C1CCN(S(=O)(=O)c2cccc3nsnc23)CC1)N1CCc2ccccc2C1
 : 12	-2	19	-0.1	2.0	-4	6	24	0
Cc1c(NC(=O)COC(=O)c2ccccc2Cl)c(=O)n(-c2ccccc2)n1C
 : 6	-16	0	0.0	-1.2	-4	-3	6	-3
Cc1cccc(C)c1NC(=O)CNC(=O)c1ccccc1OCc1ccccc1
 : -4	5	-2	0.0	-1.6	-2	-19	11	1
Cc1cccc(NC(=O)COc2ccc(/C=C\c3[nH]c(=O)[nH]c(=O)c3[N+](=O)[O-])cc2)c1
 : 0	0	24	0.0	2.4	11	7	-11	-4
O=C(CCC1CCCCC1)Nc1nccs1
 : -2	-1	5	0.2	2.9	-2	0	5	-1
CC(=O)Nc1ccc(NC(=O)CCn2c(=S)oc3ccccc32)cc1
 : 3	-3	-5	0.1	-0.3	-2	-7	7	2
O=C(Nc1cccc([N+](=O)[O-])c1)C1C2/C=C\CCCCC21 (stereo not given)
 : 4	0	-4	0.1	1.9	-4	3	12	0
CCC(C)NC(=O)Cn1nc(C(F)(F)F)c2c1CCCC2 (stereo not given)
 : 5	1	-4	0.0	1.2	-1	7	5	-2
COC(=O)CCNC(=O)Cc1c(C)n(C(=O)c2ccc(Cl)cc2)c2ccc(OC)cc12
 : 1	0	1	-0.1	0.7	8	4	-1	-3

# (more compounds)
# Each structure is followed by: LYPLA2 inh	CTSL1 counter	HCV core dimer	Efflux pump mplx	PP5 inh	PP1 counter	GASC-1 inh	PREPL inh	TPT1 inh
CCC(=O)Nc1cc2nn(-c3ccc(OC)cc3)nc2cc1C
 : -4	5	-2	0.1	-0.6	-4	6	-4	1
CC(NS(=O)(=O)c1ccccc1)C(N)=O (stereo not given)
 : 4	-3	-3	0.0	2.1	0	6	-2	-2
CC(C)CC(=O)NCC(C)NC(=O)CC(C)C (stereo not given)
 : 8	-4	-3	0.0	3.9	-5	-4	18	2
O=C(/C=C/c1ccc(Cl)cc1Cl)N1CCN(c2ccc([N+](=O)[O-])c(N3CCOCC3)c2)CC1
 : 6	-6	-4	0.2	2.3	-1	20	30	3
COC(=O)C1=C(C)NC(C)=C(C(=O)OC)C1/C=C/c1ccccc1
 : -2	-3	-4	0.0	4.9	0	-23	2	1
COc1ccccc1-n1cc(CN2CCN(CC(C)C)C(CCO)C2)cn1 (stereo not given)
 : -4	8	-4	0.1	-1.0	-1	14	20	-3
CN1CCN(CCCNC(=O)c2ccc(/C=C3\Oc4ccccc4N(Cc4ccc(Cl)cc4)C3=O)cc2)CC1
 : -9	0	-21	0.0	4.8	26*	-1	-38	-2
COc1ccc(NC(=O)c2ccc3ccccc3n2)cc1S(=O)(=O)Nc1ccccc1Cl
 : -40	-3	17	0.7	3.6	0	3	-6	0
O=C(O)c1ccccc1-c1ccccc1C(=O)Nc1cccc(-c2nc3ccccc3o2)c1
 : -2	-2	23	0.1	-1.4	2	-21	-5	-4
O=C(NC1CCCCCC1)c1ccco1
 : 3	2	-11	0.1	0.7	4	-1	16	-1
CCOC(=O)c1sc(NC(=O)CSc2nc3ccccc3s2)c(C(=O)OCC)c1C
 : -9	1	0	0.9	1.3	-2	6	9	2
CN(C)c1ccc2c(c1)OC(N)=C(C#N)C2c1cccc(F)c1 (stereo not given)
 : -5	5	1	0.3	4.3	-2	-7	17	78*
N#Cc1nc(Cc2cccc3ccccc23)oc1NCCN1CCCCC1
 : 5	-3	4	-0.3	0.7	-8	-3	-24	0
CCOC(=O)N1CCN(C(=O)CNC(=O)c2nn(-c3ccc(OC)cc3OC)c(=O)c3ccccc23)CC1
 : 17	2	0	-0.1	0.0	-2	-22	11	-1
c1ccc(Oc2cccc(CN3CCOCC3)c2)cc1
 : -2	0	-1	-0.2	4.2	-3	-32	14	-2
Cc1occc1-c1nnc(SCC(=O)NC2CC2)n1C(C)C
 : 7	1	-2	-0.1	1.1	-3	11	15	1
N#C/C(=C/c1cn(-c2ccccc2)nc1-c1cccc(OCc2ccccc2)c1)C(=O)NCCCn1ccnc1
 : -31	-2	4	0.2	1.4	21*	-2	-8	0
COc1ccc(/C=N/n2c(N)c(S(=O)(=O)c3cccs3)c3nc4ccccc4nc32)cc1OC
 : -9	1	22	0.1	-0.7	0	0	-2	-6
Cc1ccc(S(=O)(=O)N[C@H](C(=O)OCC(=O)N2N=C(c3ccc(Cl)cc3)CC2c2ccco2)C(C)C)cc1 (stereo not given in full)
 : -9	-6	17	0.1	0.5	0	-4	-36	4
COC(=O)C1=C(C)N(C(C)c2ccccc2)C(=O)C1 (stereo not given)
 : 0	5	-1	0.1	0.0	-5	-7	11	-1
Cc1ccc(/C=c2\sc3n(c2=O)CN(c2ccc(Br)cc2)CN=3)o1
 : -5	3	-5	0.0	3.0	-1	-4	11	4
CCc1cccc(CC)c1NC(=S)N1CCn2cccc2C1c1ccncc1 (stereo not given)
 : -2	0	0	-0.3	-1.5	-3	-14	-4	1
Cc1ccc(C)c(-n2c(Cc3cc(=O)[nH]c(=O)[nH]3)nnc2SCC(=O)NCC2CCCO2)c1 (stereo not given)
 : 6	-2	0	-0.5	0.1	-2	7	0	-5
CN(NS(=O)(=O)c1ccc(Br)cc1)c1nc(C(F)(F)F)nc2ccccc12
 : 8	1	-8	-0.3	5.4	2	3	9	2
COc1ccccc1NS(=O)(=O)c1ccc(OC)c([N+](=O)[O-])c1
 : -1	7	-2	0.0	0.7	-2	3	2	0
O=C(Nc1cccc(-c2cccc(Cl)c2)c1)C1CCN(Cc2ccon2)CC1
 : -7	4	8	0.1	1.4	2	2	-9	1
CNC(=O)c1cc2c(ccc3ccccc32)o1
 : -1	-3	-3	-0.1	0.2	2	-34	-20	3
COC(=O)c1scc(C#N)c1N/N=C(\C#N)S(=O)(=O)c1ccc(Cl)cc1
 : 0	4	4	0.1	2.0	-1	35	3	1
Cc1cc(C(=O)CCl)c(C)n1-c1c(C)n(C)n(-c2ccccc2)c1=O
 : 2	2	0	0.1	-0.5	-3	2	-7	-2
Cc1ccc(S(=O)(=O)Cc2ccc(C(=O)O)o2)cc1
 : 1	5	4	-0.1	-0.1	-1	2	10	2

# Next entries follow:
# Each structure is followed by: LYPLA2 inh	CTSL1 counter	HCV core dimer	Efflux pump mplx	PP5 inh	PP1 counter	GASC-1 inh	PREPL inh	TPT1 inh
CSc1ccc(CN2CCC(Oc3cccc(C(=O)N4CCCC4)c3)CC2)cc1
 : 2	-1	0	-0.1	3.3	-1	14	19	-1
CCOc1ccccc1NC(=O)C1CCCN(S(=O)(=O)c2cccc3cccnc23)C1 (stereo not given)
 : 1	-2	0	0.2	1.1	-5	-11&-7	-3	-2
CC1Cc2ccccc2N1C(=O)CSc1nnnn1C (stereo not given)
 : 5	-4	4	-0.2	-0.3	-2	3	6	-3
CCOc1cc2sc(N3CCC(C(=O)NCCCN4CCCC4=O)CC3)nc2cc1Br
 : -2	-1	5	0.0	2.8	-4	18	12	-3
C=CCN=C1S/C(=C\c2ccc(Cl)cc2)C(=O)N1CC=C
 : -4	1	6	-0.2	-1.0	-1	2	-6	1
O=C(O)CSc1nnc(Cn2c(=O)sc3ccccc32)n1-c1cccc(Cl)c1
 : 9	-1	-1	0.3	2.3	-4	3	-10	2
O=C(OCC(=O)c1cccc2ccccc12)c1ccc(CO)cc1
 : 10	0	7	0.4	1.8	1	4	8	-1
CCOc1ccccc1N1CCN(C(=O)c2ccc(-c3ccc(OC(C)=O)cc3)cc2)CC1
 : 9	-3	6	0.2	4.1	3	76	6	-2
CSCCC(NS(=O)(=O)/C=C/c1ccccc1)C(=O)O (stereo not given)
 : 0	-4	-2	-0.1	1.8	0	-8	-11	-4

# Screening data as filed in PubChem.

# These rows are one share of the data, so the mix of outcomes need not match the whole.
